Cardio protect: myocardial damage modulation in H9c2 cells; H9c2 cardiomyocytes, H2O2 injury protection, ATPLite, 2 h; protection from H2O2 cell death, % at 20 µM; hit rate 0.63% among 360,000; AID 588492;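 active means compounds giving at least 50% protection of heart cells from peroxide-induced death in the single-dose screen, raw or plate-pattern-corrected value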;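 further: 0% = DMSO wells with peroxide and 100% = DMSO wells without peroxide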
Glyco luc inh: N-linked glycosylation inhibition | D54 ERlucT glycosylation luciferase reporter, 24 h; percent of 100 nM tunicamycin response | reporter increase, % at 12.5 µM | hit rate 0.23% among 360,000 | AID 588692;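 active means mean luciferase reporter signal, scaled so untreated is 0 and the glycosylation-blocking control 100, at or above a set limit in every replicate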;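 further: luciferase carries N-glycosylation sites so blocking glycosylation raises the light; 0% = median of neutral control wells and 100% = median of 100 nM tunicamycin wells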
CaV13 FRET inh: Primary screen for inhibitors of IQ motif and Ca2+-dependent inactivation inhibitor domain binding in CACNA1D, Förster resonance energy transfer in living cells, …; HEK cells, CFP/YFP FRET ICDI-IQ, plate reader, 10 min; percent FRET-ratio fall versus neutral wells; inhibition, % at 12.3 µM; hit rate 0.098% among 340,000;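 active means mean replicate inhibition of at least 30% and at least 1% of replicates passing that level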;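 further: 0% = median of the neutral control wells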
ABCB6 inh 2: human ABCB6 transporter inhibition | AID 602162 | Q9NP58 | fluorescence ratio to DMSO, % at 10 µM | hit rate 0.19% among 360,000 | K562-ABCB6 porphyrin accumulation, flow cytometry, 1 h; hits give low values;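 active means fluorescence ratio to DMSO below 75%, the collection mean minus 3 SD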;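 further: signal is porphyrin accumulated inside mitochondria; 100% equals median channel fluorescence of DMSO control wells; lower ratio means ABCB6 inhibition with less porphyrin fluorescence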
MC4R antag cAMP: antagonists of human melanocortin 4 receptor (MC4R). P32245. MC4R-expressing cells, MTII-stimulated cAMP, LANCE TR-FRET. inhibition, % at 6.5 µM. hit rate 0.48% among 360,000. AID 540295;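 active means inhibition above its plate's cutoff, the mean of tested wells on that plate plus 3 SD, cut at about 29% in these data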;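 further: 0% = Melanotan II alone and 100% = Melanotan II plus saturating MCL0020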
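Material: U2OS-MC4R stable cell line | Reagent: Melanotan II challenge after compound preincubation | Doses: One concentration, 6.5 µM nominal | Incubation: 30-min compound preincubation, 1-h Melanotan II challenge, 1-h detection, room temperature | Signal: TR-FRET cAMP assay | Replicates: One well per compound, no replicates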
PDI inh: blocks human protein disulfide isomerase activity. P07237. PDI insulin aggregation turbidity, A650, 90 min. inhibition, % at 10 µM. hit rate 0.052% among 350,000. AID 588391;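 active means mean inhibition across replicates of 30% or more, whatever share of single replicates reach that level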;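 further: absorbance from insulin aggregation driven by PDI reduction with DTT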
Target sequence (P07237 whole entry, looked up): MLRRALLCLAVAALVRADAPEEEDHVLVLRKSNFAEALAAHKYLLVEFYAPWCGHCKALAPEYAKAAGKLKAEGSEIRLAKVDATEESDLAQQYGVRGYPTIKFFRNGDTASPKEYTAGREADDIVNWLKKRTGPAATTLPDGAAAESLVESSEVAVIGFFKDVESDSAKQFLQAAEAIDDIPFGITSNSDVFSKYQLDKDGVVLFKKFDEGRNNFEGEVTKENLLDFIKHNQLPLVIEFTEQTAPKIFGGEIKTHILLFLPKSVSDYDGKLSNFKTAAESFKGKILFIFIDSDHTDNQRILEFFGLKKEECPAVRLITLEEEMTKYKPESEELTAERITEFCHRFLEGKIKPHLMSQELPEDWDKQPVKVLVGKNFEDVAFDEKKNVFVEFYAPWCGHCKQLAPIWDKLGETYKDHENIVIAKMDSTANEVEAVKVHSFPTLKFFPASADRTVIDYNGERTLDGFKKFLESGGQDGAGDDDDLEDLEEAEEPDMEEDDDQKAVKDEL
aDG glyco act: alpha-DG glycosylation activation; hit rate 0.22% among 360,000; Pro5-aDG cells, alpha-DG glycosylation AlphaScreen (IIH6); 0% Pro5, 100% B10-LARGE cell signal; activation, % at 10 µM;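 active means activation of at least 8% versus controls, or a plate z-score of at least 8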;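 further: Pro5 are CHO cells carrying HIG-tagged alpha-DG that lacks glycosylation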
Vif imaging: HIV Vif inhibition; HEK293T cells, Vif self-association by quenched fluorescence, imaging, 24 h; inhibition, % at 7.49 µM; hit rate 0.35% among 340,000; AID 602346; in the data active means inhibition above about 50%, passing the limit was not always enough; further: some results filed as inactive read as strong as hits
MC4R barr agon: activates human MC4R beta-arrestin recruitment; U2OS MC4R beta-arrestin complementation, luminescence; percent of melanotan II response, DMSO zero; activation, % at 8.9 µM; P32245; AID 540308; hit rate 0.98% among 360,000;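 active means activation above a per-plate cutoff, the mean activation of sample wells on that plate plus 3 SD, cut at about 8% in these data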
HTR2A ag: activates the mouse 5-HT2A serotonin receptor; CHO-K1 mHTR2A beta-arrestin complementation, luminescence; percent of 30 µM serotonin response; hit rate 0.66% among 360,000; activation, % at 7.6 µM; AID 624169;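 active means activation above a run cutoff, the mean activation of all tested compounds plus 3 SD, cut at about 14% in these data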;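 further: 0% = plate median of compound wells and 100% = 30 µM serotonin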
Target sequence (P35363 whole entry, looked up): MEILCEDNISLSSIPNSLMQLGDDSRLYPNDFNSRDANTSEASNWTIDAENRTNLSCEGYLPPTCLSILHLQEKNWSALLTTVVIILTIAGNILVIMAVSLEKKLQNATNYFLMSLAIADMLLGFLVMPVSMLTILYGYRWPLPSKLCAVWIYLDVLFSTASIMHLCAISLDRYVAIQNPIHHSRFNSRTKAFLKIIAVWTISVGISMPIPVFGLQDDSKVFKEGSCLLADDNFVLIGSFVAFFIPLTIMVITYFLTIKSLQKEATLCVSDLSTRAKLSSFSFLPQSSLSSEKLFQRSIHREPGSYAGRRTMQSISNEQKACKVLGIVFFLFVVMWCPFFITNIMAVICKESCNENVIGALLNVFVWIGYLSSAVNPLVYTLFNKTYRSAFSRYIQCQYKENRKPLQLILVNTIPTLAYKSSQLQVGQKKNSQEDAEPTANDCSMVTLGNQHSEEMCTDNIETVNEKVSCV
* marks the source's active call; other numbers are inactive results; nt = no result given.

#	mol	Cardio protect	Glyco luc inh	CaV13 FRET inh	ABCB6 inh 2	MC4R antag cAMP
1	Cc1ccccc1OCC(=O)Nc1ccc2c(c1)COC2=O	8	3	-4	98	12
2	Cc1cccc(C)c1NC(=O)COn1nnc2ccc(C(F)(F)F)cc21	0	-1	5	105	25
3	O=C(c1cccs1)N1CCN(Cc2ccccc2)CC1	2	-2	-3	93	-2
4	O=C(CCCOc1ccc(Cl)cc1)Nc1nncs1	3	1	-4	94	6
5	COc1ccccc1N1CCN(S(=O)(=O)CCNC(=O)C2CCCC2)CC1	8	2	-5	98	0
6	CN(C(=O)C1CCC1C(=O)O)c1nc(-c2ccc(Cl)s2)cs1 (configuration not stated)	-2	1	-5	106	22
7	COc1ccc(C)cc1NC(=O)CN(C)S(=O)(=O)c1cnc[nH]1	2	-1	-10	102	-8
8	O=C(NCCS(=O)(=O)NC1CCCC1)c1ccc(F)cc1	-6	-1	-6	92	5
9	O=C(Nc1ccno1)Nc1ccc(Cl)cc1Cl	-15	-1	-4	90	3
10	C/C=C(\C)CN1CCN(c2cccc(C)c2C)CC1	8	0	-5	24*	2
11	COc1ccc(NC(=S)N2CCN(CCN=CC3=C(O)CC(c4ccccc4)CC3=O)CC2)cc1 (configuration not stated)	2	0	-5	102	-2
12	O=C(CSc1ccc(-c2cccs2)nn1)N1CCCCCC1	4	-3	-9	94	4

#	PDI inh	aDG glyco act	Vif imaging	MC4R barr agon	HTR2A ag
1	0	0.1	16	-2.1	-1
2	2	-0.2	21	4.6	2
3	2	0.0	1	-1.5	28*
4	7	-0.1	6	-0.7	-2
5	2	0.0	-9	2.6	7
6	1	-0.1	4	-0.2	-3
7	6	0.0	-3	1.8	1
8	-1	0.1	4	-3.3	-2
9	4	0.2	-5	-0.5	14
10	-6	0.0	7	0.7	-6
11	9	0.1	-1	0.3	3
12	-7	0.6	-12	-3.6	-2

Next section
#	mol	Cardio protect	Glyco luc inh	CaV13 FRET inh	ABCB6 inh 2	MC4R antag cAMP
13	O=C(Cc1cc(=O)[nH][nH]1)N/N=C/c1cccc2ccccc12	7	1	-6	101	16
14	Cc1ccccc1S(=O)(=O)Cc1ccc(C(=O)N(C)C2CCCCC2)o1	8	-2	-14	101	8
15	O=C(NCC1CCCO1)/C(=C/c1ccccc1F)NC(=O)c1ccccc1 (configuration not stated)	-4	-1	-7	89	3
16	O=C(NCCC1=CCCCC1)C1CCN(S(=O)(=O)c2cccc3cccnc23)CC1	10	-2	17	100	1
17	O=C(NCc1ccccc1)NC1CCCCC1	-6	-3	-9	97	0
18	COc1cccc(CN2CCNC(=O)C2CC(=O)N(C)CCC2CCOCC2)c1 (configuration not stated)	8	1	-3	103	2
19	NC(=O)C1CCN(c2ccnc3cc(Cl)ccc23)CC1	-6	1	-5	99	12
20	CC(C)c1ccc(CNc2ccc([N+](=O)[O-])cn2)cc1	-14	-4	-9	95	-3
21	Cc1cc2cc(CN(CCCN3CCOCC3)C(=O)NC3CCCCC3)c(=O)[nH]c2cc1C	12	0	-9	96	6
22	Cn1nc(C(=O)OCC(=O)Nc2cc(Cl)ccc2C#N)c2ccccc2c1=O	-8	3	-3	100	6
23	O=C(NCCCn1ccnc1)/C(=C/c1cccnc1)NC(=O)c1ccco1	-3	1	-21	94	5
24	CNC(=O)CCCCCNS(=O)(=O)c1ccc(C)cc1	0	0	-3	98	0

#	PDI inh	aDG glyco act	Vif imaging	MC4R barr agon	HTR2A ag
13	-7	0.4	-4	3.4	5
14	1	-0.1	1	-0.4	5
15	-11	0.0	9	0.2	1
16	4	-0.2	0	3.0	3
17	-6	-0.2	1	-0.5	2
18	-3	0.2	12	-0.5	1
19	9	-0.2	0	-1.9	4
20	6	0.1	10	8.0	7
21	-1	0.1	-7	-1.6	-6
22	0	0.2	-4	-3.1	-1
23	-1	-0.2	10	-0.1	-3
24	-8	-0.1	15	-0.3	-1

More entries:
#	mol	Cardio protect	Glyco luc inh	CaV13 FRET inh	ABCB6 inh 2	MC4R antag cAMP
25	COc1ccc(Cl)cc1NC(=O)CN(C)CC(=O)Nc1ccc2c(c1)OCO2	-1	1	-4	105	5
26	COc1cc(/C=N/n2cnnc2)ccc1OCCOc1ccccc1	4	-1	-2	97	-2
27	CC(C(N)=O)N1c2cccc3cccc(c23)S1(=O)=O (configuration not stated)	3	2	-5	87	3
28	O=C(Nc1ccc(Cl)cc1)C1CCC(=O)N1Cc1ccccc1Cl (configuration not stated)	-1	1	0	92	0
29	COc1ccc(NC(=O)Nc2cccc3ccccc23)cc1S(N)(=O)=O	4	0	-7	99	6
30	CC(C)C[C@H]1CNC(=S)N1CC1CCCN1C[C@H](CC(C)C)N1C[C@H](Cc2ccc(O)cc2)N(CC2CCCCCC2)C1=S (some centres not stated)	-24	-13	-3	100	0
31	COc1ccc(Cl)cc1NC(=O)COC(=O)CCNC(C)=O	9	-1	14	89	4
32	COc1cc2c3nc4n(c(=O)c3n(CC(=O)NCC3CCCO3)c2cc1OC)CCS4 (configuration not stated)	2	2	-7	97	6
33	CCn1c(SCC(=O)c2ccc(Cl)s2)nnc1-c1cccs1	-5	-1	-1	87	-5
34	Cc1ccc(S(=O)(=O)NCCc2nnc(SCc3cccnc3)n2C)cc1	-1	1	-3	98	22
35	COc1ccc(CCNC(=O)c2c(O)c3ccccc3[nH]c2=O)cc1OC	5	1	-4	102	0
36	CC(OC(=O)[C@H](C)N=C1NS(=O)(=O)c2ccccc21)C(=O)Nc1ccc(F)c(F)c1F (some centres not stated)	7	2	-12	99	13

#	PDI inh	aDG glyco act	Vif imaging	MC4R barr agon	HTR2A ag
25	-1	0.5	-4	-4.6	-5
26	-4	0.2	-4	0.8	-4
27	8	-0.6	2	2.2	3
28	-1	-0.2	-9	2.8	6
29	-7	0.1	4	-1.6	-3
30	8	0.0	-14	0.5	3
31	-3	0.1	0	0.9	-4
32	8	0.1	21	-1.6	-1
33	2	0.3	-15	0.0	5
34	6	-0.2	-1	1.2	1
35	-9	0.0	nt	-1.8	2
36	1	-0.5	4	0.3	8

Going on with the list.
#	mol	Cardio protect	Glyco luc inh	CaV13 FRET inh	ABCB6 inh 2	MC4R antag cAMP
37	O=C(Nc1ccccc1)N(Cc1cccnc1)Cc1ccco1	-2	3	-5	104	19
38	O=C(C1CCN(S(=O)(=O)c2ccc(Br)cc2)CC1)N1CCOCC1	9	0	-2	98	6
39	CCOC(=O)c1ccc(-n2c(C)nc3ccc(Br)cc3c2=O)cc1	12	-2	-14	99	5
40	Cc1ccccc1NS(=O)(=O)c1cc(S(C)(=O)=O)ccc1Cl	-3	1	nt	97	9
41	COc1ccc(CCN2C(=O)CC(NNC(=O)c3cccc(O)c3)C2=O)cc1 (configuration not stated)	9	1	-4	102	-1
42	Cc1cc(C)c(C#N)c(SCC(=O)N(CCC#N)c2ccc3c(c2)OCCO3)n1	0	6	-6	104	0
43	CCN(CC)S(=O)(=O)c1ccc(NN=c2c(=O)c3ccccc3c2=O)cc1	-14	6	-3	96	1
44	CCOCN(C(=O)Cn1c(CO)nc2ccccc21)c1c(C)cccc1CC	8	-2	-6	98	14
45	Cc1cc(C)nc(Nc2nc(C(N)CCc3ccccc3)cs2)n1 (configuration not stated)	6	1	-6	100	-5
46	CC(C)(C)c1nnc2cccc(Cl)n12	0	-2	0	100	1
47	Cc1cc(OCC(=O)C(C)(C)C)c2c(C)c(C)c(=O)oc2c1	7	0	nt	105	-5
48	O=C(CC1CCCCC1)NCc1ccccc1	1	-1	-6	96	4

#	PDI inh	aDG glyco act	Vif imaging	MC4R barr agon	HTR2A ag
37	0	0.0	-3	1.4	-1
38	0	0.0	nt	-1.4	0
39	-5	0.8	-3	-1.5	5
40	1	-0.2	nt	-0.5	-2
41	-7	-0.3	5	2.5	1
42	1	-0.2	-4	-1.0	-10
43	-1	0.6	3	0.8	1
44	-4	-0.1	0	-0.5	3
45	3	1.1	17	1.9	-5
46	3	0.2	0	-0.6	1
47	-54	0.1	4	15*	-2
48	0	0.0	0	-0.3	3

Screen by screen, quoted from above.
Nos. 38–41 in aDG glyco act read 0.0, 0.8, -0.2, -0.3

Ordered by count of non-hydrogen atoms (low to high): part of the list above.
#	mol	Cardio protect	Glyco luc inh	CaV13 FRET inh	ABCB6 inh 2	MC4R antag cAMP
40	Cc1ccccc1NS(=O)(=O)c1cc(S(C)(=O)=O)ccc1Cl	-3	1	nt	97	9
38	O=C(C1CCN(S(=O)(=O)c2ccc(Br)cc2)CC1)N1CCOCC1	9	0	-2	98	6
43	CCN(CC)S(=O)(=O)c1ccc(NN=c2c(=O)c3ccccc3c2=O)cc1	-14	6	-3	96	1
44	CCOCN(C(=O)Cn1c(CO)nc2ccccc21)c1c(C)cccc1CC	8	-2	-6	98	14
42	Cc1cc(C)c(C#N)c(SCC(=O)N(CCC#N)c2ccc3c(c2)OCCO3)n1	0	6	-6	104	0

#	PDI inh	aDG glyco act	Vif imaging	MC4R barr agon	HTR2A ag
40	1	-0.2	nt	-0.5	-2
38	0	0.0	nt	-1.4	0
43	-1	0.6	3	0.8	1
44	-4	-0.1	0	-0.5	3
42	1	-0.2	-4	-1.0	-10

Following part.
#	mol	Cardio protect	Glyco luc inh	CaV13 FRET inh	ABCB6 inh 2	MC4R antag cAMP
49	CC(C)C(C(=O)NCc1ccco1)N(C(=O)CNS(=O)(=O)c1ccccc1)c1ccccc1 (configuration not stated)	-5	2	-4	95	3
50	O=C(CN1C(=O)NC2(CCc3ccccc32)C1=O)Nc1ccccc1Cl (configuration not stated)	5	1	-2	98	10
51	Cc1ccc(-n2nc3c(N4CCC(C(=O)N5CCC(C(N)=O)CC5)CC4)nnc(C)c3c2C)cc1	0	2	-5	98	-1
52	COc1ccc(C2C(C#N)=C(N)N(c3cccnc3)C3=C2C(=O)CC(C)(C)C3)cc1OC (configuration not stated)	18	4	-5	101	6
53	CN(C)c1ccc(NC(=O)c2cccc(N3C(=O)CCC3=O)c2)cc1	-9	3	nt	95	-13
54	COc1cc(CN2CCC(CO)(CCOc3ccccc3)CC2)cc(OC)c1	2	-1	-16	99	16
55	NC1=NC2(CCCCCC2)n2c(nc3ccccc32)N1	0	-1	-5	102	8
56	COc1ccc(CC(=O)O/N=C(\N)c2ccncc2)cc1	1	0	-3	98	7

#	PDI inh	aDG glyco act	Vif imaging	MC4R barr agon	HTR2A ag
49	-12	-0.1	21	-0.5	0
50	7	-0.3	6	0.5	-5
51	-14	-0.2	0	-3.1	-2
52	6	0.0	3	0.5	-7
53	7	-0.1	10	-1.5	-3
54	1	0.0	7	2.8	-4
55	-16	-0.3	21	-2.4	4
56	12	0.1	-2	-0.5	-2
